Source: PubChem BioAssay (NCI)
Growth percent in the NCI-60 one-dose screen (48 h, 10 µM unless noted): 100 = growth as untreated, 0 = no growth, -100 = all killed.
OVCAR-8: OVCAR-8 ovarian cancer | 81,000 compounds, 4.4% hits | AID 1794782
OVCAR-3: OVCAR-3 ovarian cancer; 79,000 compounds, 7% hits; AID 1794787
SNB-19: SNB-19 CNS cancer cells | 81,000 compounds, 2.5% hits | AID 1794751
DU-145: DU-145 prostate cancer; 81,000 compounds, 4.2% hits
U251: U251 CNS tumor cells | 80,000 compounds, 5.4% hits
SF-539: SF-539 CNS cancer; 81,000 compounds, 6.8% hits
SF-268: SF-268 CNS cancer cells. 82,000 compounds, 3.1% hits
SF-295: SF-295 CNS cancer cells | 79,000 compounds, 5.6% hits | AID 1794758
PC-3: PC-3 prostate cancer cells; 80,000 compounds, 3.9% hits; AID 1794754
Active calls of the source: *; / = no result given; & = joins results of further samples; [ ] = remark or other dose. Rule for the calls: active = growth percent below 10; inactive = the rest.

#1 COc1cc(OC)c2ccc(=O)oc2c1
#2 CCCCCCCCCCCCC(C)O (configuration not stated)
#3 CCCCNC(=S)NS(=O)(=O)c1ccc(CCN2C(=O)/C(=C/c3ccc(OC)cc3)N=C2C)cc1
#4 Cc1nc2sccn2c1-c1csc(Nc2cccc(Cl)c2C)n1
#5 CCCCCC(O)(CCC)CCCCC
#6 CN1CCN(C(=O)c2c3c(n4ccccc24)C(=O)c2ncccc2C3=O)CC1

assay / compound	1	2	3	4	5	6
OVCAR-8	103	101	110	66	105	68
OVCAR-3	110	110	120	64	98	7.1*
SNB-19	99	95	95	77	111	50
DU-145	102	116	106	79	95	57
U251	99	97	101	61	97	67
SF-539	106	100	102	64	102	58
SF-268	102	109	107	80	98	53
SF-295	100	82	99	38	107	73
PC-3	100	94	93	53	99	55

#7 O=C1COCCN1c1ccc(NCc2cn(Cc3cccc4ccccc34)c3ccccc23)cc1
#8 CCCCOc1ccc(N=Nc2ccc(N)nc2N)cn1
#9 Cc1ccc(C)c2sc(NN)nc12
#10 Cc1ccc(NC(=O)CN2CCOCC2)cc1Cl
#11 CC(C)(C)C(C)(C)CN
#12 CCC(=O)OCCCOCCCOc1ccccc1

assay / compound	7	8	9	10	11	12
OVCAR-8	83	98	101	92	103	106
OVCAR-3	88	99	101	104	104	97
SNB-19	98	92	104	95	109	105
DU-145	99	94	105	102	101	106
U251	75	93	104	98	99	99
SF-539	96	107	105	99	108	/
SF-268	85	91	100	103	98	95
SF-295	90	105	99	94	108	108
PC-3	79	87	84	75	94	96

#13 Nc1ncnc2c1N=C(c1ccccc1)CC(c1sc(Cl)nc1Cl)N2 (configuration not stated)
#14 CN(C)c1ccc(-c2cc(-n3nnnc3-c3ccccc3)no2)cc1
#15 CCC(CC)COC(=O)c1ccccc1C
#16 Nc1nn2c(-c3ccc(Cl)cc3)ccnc2c1N=Nc1ccc(S(N)(=O)=O)cc1
#17 CC(C)Sc1nc(NC2CC2)c(C#N)c(-c2ccc(Cl)cc2)n1
#18 C(=Nc1ccc(N2CCN(c3ccccc3)CC2)cc1)c1cccs1

assay / compound	13	14	15	16	17	18
OVCAR-8	91	110	98	104	92	101
OVCAR-3	105	113	101	111	92	108
SNB-19	95	113	97	100	100	105
DU-145	102	108	107	104	105	112
U251	85	102	96	100	98	98
SF-539	90	107	103	104	98	80
SF-268	90	109	97	98	112	103
SF-295	107	103	100	100	106	97
PC-3	92	85	93	103	101	72

Single entries from the entries so far:
Entry for compound 16 in SNB-19: 100
Entry for compound 17 in PC-3: 101
Entry for compound 13 in DU-145: 102

Carrying on.
#19 CCCNc1cc(=S)nc(N)[nH]1
#20 CN(C)c1ccc(C2N(Cc3ccccc3)CCC3CCCCN32)cc1 (configuration not stated)
#21 Nc1ccc(CCc2ccccc2)cc1
#22 Cc1c([N+](=O)[O-])cc(C(=O)Cl)cc1[N+](=O)[O-]
#23 O=S(=O)(NCCNc1nccc(-c2c(-c3cccc(F)c3)nc3occn23)n1)c1ccc(C(F)(F)F)cc1
#24 COc1ccc(-c2nc(SC)[nH]c(=O)c2C#N)cc1

assay / compound	19	20	21	22	23	24
OVCAR-8	103	97	97	98	87	106
OVCAR-3	110	108	96	102	99	100
SNB-19	103	97	96	96	98	98
DU-145	104	107	95	108	88	106
U251	97	93	90	101	92	107
SF-539	104	97	84	97	109	101
SF-268	99	105	92	106	70	96
SF-295	104	91	94	91	110	99
PC-3	93	95	87	90	55	99

Grouped by structure: those above containing two or more sulfur atoms (two)
#3 CCCCNC(=S)NS(=O)(=O)c1ccc(CCN2C(=O)/C(=C/c3ccc(OC)cc3)N=C2C)cc1
#4 Cc1nc2sccn2c1-c1csc(Nc2cccc(Cl)c2C)n1

assay / compound	3	4
OVCAR-8	110	66
OVCAR-3	120	64
SNB-19	95	77
DU-145	106	79
U251	101	61
SF-539	102	64
SF-268	107	80
SF-295	99	38
PC-3	93	53

(cont.)
#25 C=C(C)[C@@H]1CC[C@]2(NC(=O)Nc3ccccn3)CC[C@]3(C)[C@H](CC[C@@H]4[C@@]5(C)Cc6c([nH]c7ccccc67)C(C)(C)[C@@H]5CC[C@]43C)[C@@H]12
#26 C=C[C@@H]1C[C@H](O)Cc2c(C)cc(C)cc2N1
#27 CN(C)C(=O)c1cccc(N)c1
#28 C/C(=N/N)c1nnn(-c2ccc(Br)cc2)c1C
#29 O=C(O)c1ccc(N/N=C/c2cn(-c3ccc(C(=O)O)cc3)nc2-c2cc3ccccc3oc2=O)cc1
#30 CC1CN(CCOC(=O)Nc2ccc(Cl)cc2)CCN1C(C)(C)C (configuration not stated)

assay / compound	25	26	27	28	29	30
OVCAR-8	99	99	98	102	104	102
OVCAR-3	106	112	104	/	106	99
SNB-19	91	109	/	98	108	/
DU-145	111	102	112	108	102	108
U251	90	97	99	99	116	106
SF-539	99	92	96	93	97	105
SF-268	92	98	100	98	96	103
SF-295	104	92	101	94	98	88
PC-3	83	89	109	96	98	95

#31 O=c1[nH]c2ccccc2cc1-c1nnc(COc2ccccc2)o1
#32 CC(=O)c1ccc(NC(=O)CSc2nc3ccccc3c(=O)n2CCc2ccccc2)cc1
#33 CC(c1ccc(Cl)cc1)(c1c[nH]c2ccccc12)c1c[nH]c2ccccc12
#34 O=c1oc2c(cc1-c1cc3ccccc3oc1=O)C(O)Oc1ccc(F)cc1-2 (configuration not stated)
#35 COC(=O)c1ccc2cn[nH]c2c1
#36 COc1cc(/C=C/C(=O)c2nnn(-c3ccc(Cl)cc3)c2C)cc(OC)c1OC

assay / compound	31	32	33	34	35	36
OVCAR-8	96	58	99	98	91	32
OVCAR-3	101	78	67	72	96	23
SNB-19	107	81	83	108	102	60
DU-145	97	90	81	97	101	17
U251	92	92	77	88	97	17
SF-539	94	95	78	86	104	52
SF-268	98	69	66	81	96	39
SF-295	104	80	45	46	97	52
PC-3	91	81	32	86	91	31

Structural class, the entries above containing a cyano group (2)
#17 CC(C)Sc1nc(NC2CC2)c(C#N)c(-c2ccc(Cl)cc2)n1
#24 COc1ccc(-c2nc(SC)[nH]c(=O)c2C#N)cc1

assay / compound	17	24
OVCAR-8	92	106
OVCAR-3	92	100
SNB-19	100	98
DU-145	105	106
U251	98	107
SF-539	98	101
SF-268	112	96
SF-295	106	99
PC-3	101	99

(cont.)
#37 O=C1c2c(O)c(O)c(S(=O)(=O)O)c(O)c2C(=O)c2c(O)c(O)c(S(=O)(=O)O)c(O)c21
#38 CC(=O)NNc1nc(C)c(C(=O)NNC(=O)C(=O)Nc2ccccc2C#N)s1
#39 CCCC1CCCCN1C(=O)OC (configuration not stated)
#40 CCSC(=O)NNc1nc2ccccc2s1
#41 CC(=O)Nc1ccc(S(=O)(=O)N/N=C(\C)CCC(=O)O)cc1
#42 CC#CCC(N)C(=O)O (configuration not stated)

assay / compound	37	38	39	40	41	42
OVCAR-8	/	102	103	90	102	108
OVCAR-3	111	103	107	109	107	110
SNB-19	97	100	103	105	97	117
DU-145	105	106	109	113	110	107
U251	101	/	101	89	93	101
SF-539	88	105	102	98	103	105
SF-268	100	108	102	118	104	109
SF-295	88	109	110	108	98	102
PC-3	92	69	97	86	78	105

#43 Cc1nc(N)cc(C[n+]2csc(CCO)c2C)n1
#44 CCCSc1nc(-c2ccc(F)cc2)cc(-c2ccco2)n1
#45 NC(=N\N=C/c1ccc(Cl)cc1Cl)/C(N)=N\N=C/c1ccc(Cl)cc1Cl
#46 Cc1c(C)c2ccc3oc(NCc4ccccc4)nc3c2oc1=O
#47 COC(=O)/C(CCC=C(C)C)=C1\[C@@H](OC(C)=O)C[C@@]2(C)[C@H]1C[C@@H](OCCC#N)[C@H]1[C@@]3(C)CC[C@@H](OCCC#N)[C@@H](C)[C@@H]3CC[C@@]12C
#48 O=C(c1ccccc1)C(Cc1ccccc1)N1CCCCC1 (configuration not stated)

assay / compound	43	44	45	46	47	48
OVCAR-8	102	102	77	98	78	107&107
OVCAR-3	113	111	22	110	75	107&104
SNB-19	106	101	70	99	69	109&107
DU-145	119	111	91	110	90	113&103
U251	101	102	36	/	63	102&105
SF-539	108	112	43	81	77	98&108
SF-268	119	113	90	106	74	101&92
SF-295	104	99	60	97	73	100&109
PC-3	98	91	89	90	33	96&92

#49 O=c1c2sc3ncccc3c2nnn1-c1ccccc1
#50 CC1SC(=S)N(c2cccc(NC(=O)C(Cl)Cl)c2)C1=O (configuration not stated)
#51 COc1cc2ncnc(Nc3ccc(S(=O)(=O)Nc4cc(C)on4)cc3)c2cc1OCCCN1CCN(c2ccc([N+](=O)[O-])cc2)CC1
#52 C=CCOc1ccc2c(C)cc(=O)oc2c1
#53 N#Cc1ccc(S(N)(=O)=O)cc1
#54 CC(=O)C1=C(C)NC(SCc2nnc(-c3ccc(Cl)cc3)o2)=NC1c1ccc(F)cc1 (configuration not stated)

assay / compound	49	50	51	52	53	54
OVCAR-8	104	95	104	103	148	91
OVCAR-3	112	82	103	105	128	101
SNB-19	94	78	100	122	102	90
DU-145	115	69	112	109	112	98
U251	98	81	97	89	104	93
SF-539	102	84	102	103	99	97
SF-268	102	98	102	109	106	105
SF-295	/	86	109	100	112	98
PC-3	99	80	104	93	80	81

Some of these compounds in order of molar mass, lowest first.
#39 CCCC1CCCCN1C(=O)OC (configuration not stated)
#1 COc1cc(OC)c2ccc(=O)oc2c1
#25 C=C(C)[C@@H]1CC[C@]2(NC(=O)Nc3ccccn3)CC[C@]3(C)[C@H](CC[C@@H]4[C@@]5(C)Cc6c([nH]c7ccccc67)C(C)(C)[C@@H]5CC[C@]43C)[C@@H]12

assay / compound	39	1	25
OVCAR-8	103	103	99
OVCAR-3	107	110	106
SNB-19	103	99	91
DU-145	109	102	111
U251	101	99	90
SF-539	102	106	99
SF-268	102	102	92
SF-295	110	100	104
PC-3	97	100	83

(list continues)
#55 CSc1nc(O)c(Nc2ccc(Cl)cc2)c(=O)[nH]1
#56 COc1cc(-c2nc(-c3ccccc3)[nH]c2-c2ccnc(NCCCNS(=O)(=O)c3ccc(Br)cc3)n2)ccc1F
#57 Cc1noc(C)c1CSc1ccccc1C(=O)N1CCN(Cc2cccs2)CC1
#58 COc1ccc(NC(=O)N=c2oc3ccccc3cc2-c2cc3ccccc3[nH]2)cc1
#59 COc1ccc(C2C(C#N)=C(N)Oc3c2c(C)nn3C(N)=O)cc1 (configuration not stated)
#60 COc1cc(C2C=C(c3ccc(Cl)c(Cl)c3)N=C3SC(C)=CN32)cc(OC)c1OC (configuration not stated)

assay / compound	55	56	57	58	59	60
OVCAR-8	98	44	102	86	112	73
OVCAR-3	116	67	115	110	100	80
SNB-19	106	63	104	82	102	79
DU-145	111	54	112	105	99	80
U251	99	51	95	104	/	51
SF-539	96	63	94	57	98	81
SF-268	104	42	106	101	93	88
SF-295	108	37	95	99	93	76
PC-3	92	22	89	91	102	59

#61 O=C1C=CC(=Nc2cc(Br)c(O)c(Br)c2)C=C1Br
#62 CC1=CC(C)C(C(=O)O)C(C(=O)O)C1 (configuration not stated)
#63 N#Cc1c(-c2ccccc2)cc(-c2ccccc2)n(CCCCCCC(=O)Nc2ccccc2N)c1=O
#64 C=C(C)[C@@H]1CC[C@]2(C(=O)NCCCCCCN)CC[C@]3(C)[C@H](CC[C@@H]4[C@@]5(C)C/C(=C/c6ccncc6)C(=O)C(C)(C)[C@@H]5CC[C@]43C)[C@@H]12
#65 O=[N+]([O-])c1c(F)cccc1Nc1cccc(F)c1
#66 CC(O)COc1ccc(C(C)(C)C)cc1 (configuration not stated)

assay / compound	61	62	63	64	65	66
OVCAR-8	106	105	102	102	102	97
OVCAR-3	99	125	104	96	109	102
SNB-19	100	107	101	94	/	104
DU-145	123	116	111	101	108	101
U251	113	102	99	103	105	101
SF-539	101	108	98	105	102	98
SF-268	97	105	93	90	105	96
SF-295	103	105	98	106	87	98
PC-3	90	100	92	97	103	99

#67 Cc1c(C(N)=O)sc2c1c(=O)n(Cc1ccccc1)c1nnc(-c3ccccc3Cl)n21
#68 COc1ccc(-c2nnc(SCC(=O)Nc3ccc(C(=O)/C=C/c4ccc(Cl)cc4)cc3)n2-c2ccccc2)cc1OC
#69 CCSc1nc(Cl)c(C#N)c(-c2ccc(F)cc2)n1
#70 Cc1ccc(C2=NN3C(C2)c2cc(Br)ccc2OC3c2cccc(Cl)c2)s1 (configuration not stated)
#71 C=C(C)[C@@H]1CC=C2c3sc(-c4ccc(F)cc4)nc3C[C@@H](C)[C@]2(C)C1
#72 Cc1cc(C2=NNC(=O)C(C)c3cc4c(cc32)OCO4)ccc1N (configuration not stated)
#73 Cc1ccc[n+](/C=C/c2ccccc2)c1
#74 O=C(O)CCN1C(=O)/C(=C/c2cc3cc4c(cc3nc2Cl)OCO4)SC1=S
#75 CCN1CCN(CC(=O)Nc2nc3ccc(N)cc3s2)CC1

assay / compound	67	68	69	70	71	72	73	74	75
OVCAR-8	95	90[100 µM]	90	98	105	107	100	90	105
OVCAR-3	83	109[100 µM]	98	95	125	125	114	102	110
SNB-19	91	98[100 µM]	93	97	99	109	/	93	101
DU-145	101	93[100 µM]	104	102	109	120	119	82	110
U251	78	94[100 µM]	92	98	108	104	93	96	101
SF-539	97	96[100 µM]	93	94	101	96	102	104	104
SF-268	89	65[100 µM]	95	89	105	114	99	94	98
SF-295	107	/	98	97	105	101	105	109	102
PC-3	79	84[100 µM]	99	/	/	101	91	93	99
